GPR55 activation – selective activators of receptor GPR55 – imaging, U2OS cells, beta-arrestin-GFP redistribution, primary screen (AID 1961). activation, % at 10 µM; hits with a dose series show EC50 in µM. 0.048% of 290,000 active. U2OS GPR55 beta-arrestin-GFP redistribution imaging; higher % means a stronger effect;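 active means activation above 40% with more than 50 cells counted in the well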;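 further: U2OS osteosarcoma cells stably expressing GPR55 and beta-arrestin-GFP; plate controls were DMSO negative control for no effect and LPI positive control for full effect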
GPR55 antagonists – GPR55 antagonists blocking LPI-driven arrestin recruitment, primary screen, imaging, U2OS, beta-arrestin-GFP, LPI agonist (AID 2013). 0.13% of 290,000 active. inhibition, % at 10 µM, or IC50 in µM where a hit was titrated. U2OS GPR55 beta-arrestin-GFP translocation imaging, LPI antagonism; higher % means a stronger effect;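 active means spots per cell inhibited over 60%, with over 100 cells counted and total cytoplasm intensity under 500,000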;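 further: U2OS cells stably carrying GPR55 and arrestin-GFP stimulated by 5 µM LPI near EC80; imaged beta-arrestin-GFP aggregate spots per cell after agonist stimulation; plate controls were LPI-stimulated DMSO wells for no effect and DMSO wells without LPI for full effect; some results filed as inactive read as strong as hits; confirmed hits need IC50 under 10 µM and bright autofluorescent wells are also inconclusive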
GPR35 arrestin U2OS – GPR35 antagonists blocking zaprinast-driven arrestin recruitment, primary screen, imaging, U2OS, beta-arrestin-GFP, zaprinast agonist (AID 2058); U2OS GPR35 beta-arrestin-GFP translocation imaging, zaprinast antagonism; higher % means a stronger effect; inhibition, % at 10 µM; hits with a dose series show IC50 in µM; 0.052% of 290,000 active;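 active means inhibition of at least 50% with at least 30 cells and total cytoplasm GFP at most 10,000,000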
KOR beta-arrestin-1 – kappa opioid receptor activators – cell-based, luminescence, uHTS, primary screen (AID 1777) | activation, % at 10 µM, or EC50 in µM where a hit was titrated | KOR beta-arrestin recruitment, luminescence; higher % means a stronger effect | 0.02% of 280,000 active; in the data active means activation above about 50%, passing the limit was not always enough; further: a part of the inactive calls stands beside numbers as strong as those of hits
HEK293 NOD2/NF-kB – inhibition of NOD2-driven NF-kB reporter – cell-based, luminescence, uHTS, HEK293 (AID 1566); inhibition, % at 4 µM, or EC50 in µM where a hit was titrated; 0.63% of 290,000 active; HEK293 NOD2/NF-kB luciferase reporter, luminescence; higher % means a stronger effect; further: many of its hits are not listed in these tables
NOD1 inhibition – inhibition of NOD1-driven NF-kB reporter – cell-based, luminescence, uHTS, primary screen (AID 1578) | one-dose inhibition, % at 4 µM; EC50 in µM for titrated hits | 1% of 290,000 active | NOD1-driven NF-kB luciferase reporter cells, luminescence; higher % means a stronger effect; in the data active means inhibition mostly above about 36%, no sharp cut-off; inactive means mostly below about 34%;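 further: HEK-293T reporter cells stimulated with the NOD1 agonist gamma-tri-DAP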
Myeloid diff MLP – compounds promoting myeloid differentiation. ER-HoxA9 myeloid progenitors, lysozyme-GFP differentiation, flow cytometry. calls only at 10 µM. 1% of 360,000 active. AID 624256;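 active means normalized GFP-positive differentiation at or above the plate's own cutoff, the solvent-only control mean plus 3 SD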;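 further: cells exposed to compound for four days before flow analysis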
KOR beta-arrestin-2 – kappa opioid receptor blockers – cell-based, luminescence, uHTS (AID 1778). KOR beta-arrestin recruitment, luminescence, antagonist mode; higher % means a stronger effect. inhibition, % at 10 µM, or IC50 in µM where a hit was titrated. 0.091% of 290,000 active; further: strong numbers were not always called active
HIV peptide binding – cell-free HIV fusion peptide-binding blockers – biochemical, uHTS, fluorescence dequenching, primary screen (AID 1986); cell-free peptide binding, fluorescence dequenching, 30 min; higher % means a stronger effect; inhibition, % at 20 µM; hits with a dose series show IC50 in µM; 0.3% of 290,000 active; in the data active means inhibition mostly above about 52%, no sharp cut-off; inactive means mostly below about 76%; further: some results filed as inactive read as strong as hits
Myeloid diff MLP GFP+ MAC1+ % – second read-out of Myeloid diff MLP, no call of its own (marks repeat the call); GFP+ MAC1+ double positive, %; measured here: differentiation confirmed by MAC1 staining
An asterisk follows results filed as active; i = inactive; . = not tested or not shown; + = active, no number; [ ] = dose if it differs, or a comment. Unless noted, no stated cut-off is given here; in the data, active means inhibition above about 50%; inactive means the rest.

nr	molecule	GPR55 activation	GPR55 antagonists	GPR35 arrestin U2OS	KOR beta-arrestin-1	HEK293 NOD2/NF-kB	NOD1 inhibition	Myeloid diff MLP	Myeloid diff MLP GFP+ MAC1+ %	KOR beta-arrestin-2	HIV peptide binding
1	CC1Cc2cc(/C=C3/SC(N4CCC(C(N)=O)CC4)=NC3=O)ccc2O1 (stereo unspecified)	0.3%	7.8%	2.3%	-2.9%	5.8%	-4.2%	i	1.2	4.2%	2.0%
2	Cc1ccc(F)cc1NCC(=O)Nc1ccc(Br)cc1	0.3%	-1.3%	6.2%	-1.8%	-13.7%	-28.0%	i	1.2	-8.4%	3.0%
3	O=C(NCC1CCCO1)c1cc(-c2ccncc2)nc2ccc(S(=O)(=O)N3CCOCC3)cc12 (stereo unspecified)	-0.1%	11.9%	-5.7%	-1.4%	7.5%	-20.0%	i	0.9	24.7%	-1.7%
4	C=CCc1cccc2cc(C(=O)Nc3ccc(S(=O)(=O)Nc4nnc(CC)s4)cc3)c(=O)oc12	-0.2%	-5.9%	-9.7%	1.4%	11.6%	-0.2%	i	0.5	-19.1%	52.8%
5	C=CCOC(=O)C1=C(C)NC(SCC(N)=O)=C(C#N)C1c1ccc(C)cc1 (stereo unspecified)	0.2%	-1.6%	1.3%	2.9%	15.3%	-9.3%	i	0.5	11.4%	0.9%
6	CC(C)(C)c1csc(N/N=C/c2cccnc2)n1	0.9%	-7.6%	3.6%	2.2%	-74.8%	-69.2%	i	0.1	-18.6%	-1.1%
7	CC(C)n1ncc2c(C(=O)O)cc(C3CC3)nc21	-0.2%	-0.6%	6.8%	1.8%	13.7%	-3.5%	i	0.5	10.3%	0.9%
8	O=C(O)c1ccc(COCC(F)(F)F)cc1	-0.1%	3.3%	-4.5%	0.7%	7.0%	-10.8%	i	1.3	31.7%	-0.5%
9	CCCCCC(=O)NC(=S)Nc1ccccc1C(=O)OC	-0.2%	-21.8%	16.7%	0.9%	15.5%	-4.1%	i	1.2	11.8%	0.3%
10	COCCNC(=S)N1CCN(C(=O)C(=O)Nc2ccc(C(=O)OC)cc2)CC1	0.1%	-10.9%	-1.5%	1.7%	10.3%	-25.0%	i	0.2	12.6%	1.1%
11	CCC(CC)=NNc1cccc([N+](=O)[O-])c1	0.3%	4.2%	-6.1%	-1.2%	-3.3%	-31.3%	i	0.4	-13.0%	-1.2%
12	Cc1ccccc1N(C(=O)CS(=O)CC(=O)Nc1ccc(F)cc1)C(C)C(=O)NC(C)(C)C (stereo unspecified)	-0.2%	0.0%	5.5%	0.5%	7.4%	-14.4%	i	4.2	-6.0%	-1.2%
13	CC(c1ccccc1)C1C(C#N)=C(N)OC2=C1C(=O)CC(C)(C)C2 (stereo unspecified)	-1.0%	0.7%	10.1%	-3.0%	9.6%	24.7%	.	.	-30.4%	-0.5%
14	O=C(NC(=S)Nc1ccccc1N1CCCC1)c1ccc(F)cc1	-0.1%	-8.3%	-11.0%	-3.0%	-7.6%	-10.0%	i	0.4	-32.0%	0.8%
15	COc1ccc(-n2cc(C(=O)c3cc4ccccc4oc3=O)c(C(C)=O)n2)cc1	0.0%	-1.5%	-0.5%	-5.6%	3.8%	34.0%	i	3.4	16.9%	0.1%
16	N#Cc1nc(-c2ccccc2F)oc1NCCc1ccccc1	0.3%	-0.3%	4.9%	5.4%	-28.4%	-7.6%	i	0.9	-13.5%	-0.7%
17	COc1cc2c(cc1NS(=O)(=O)N1CCCC1)oc1ccccc12	-0.2%	4.1%	-14.9%	-4.1%	20.6%	1.1%	i	5.5	0.8%	1.0%
18	O=C(CCn1c(=S)oc2ccccc21)NC1CCCCCCC1	0.0%	8.2%	-14.0%	.	-10.2%	0.3%	i	0.1	10.8%	-1.1%
19	CCOc1cc(C2c3c(-c4ccccc4)n[nH]c3C(=O)N2c2ccc(C(=O)O)cc2)ccc1O (stereo unspecified)	-0.4%	0.2%	3.3%	4.9%	10.5%	15.2%	i	0.4	-19.9%	5.0%
20	O=C(CSc1n[nH]c(-c2ccncc2)n1)Nc1ccc(Br)cc1	0.2%	13.6%	11.6%	2.0%	-11.1%	-6.1%	i	4.4	-0.2%	0.1%
21	COC(=O)CSc1nc(-c2ccccc2)cc(-c2ccco2)c1C#N	2.9%	16.5%	4.4%	1.9%	4.6%	-15.9%	i	1.3	37.4%	-1.6%
22	O=C(O)c1ccccc1Nc1cc(Cl)c2nonc2c1[N+](=O)[O-]	-0.2%	-9.2%	6.8%	-0.6%	8.0%	-20.3%	i	0.2	34.1%	-1.8%
23	Cc1ccc(NC(=O)N2CCCc3ccccc32)cc1	-0.1%	-5.9%	11.1%	.	6.5%	-17.8%	i	0.3	-6.2%[20 µM]	-1.1%
24	COc1ccc2cc(-c3[nH]ncc3CN3CCCN(c4ccccc4)CC3)ccc2c1	0.7%	4.7%	-1.5%	8.7%	-1.8%	-31.3%	i	0.2	-89.0%	0.7%
25	C=CCn1c(C(C)NC(=O)c2ccccc2C)n[nH]c1=S (stereo unspecified)	-0.2%	5.8%	20.3%	-0.3%	7.9%	0.6%	i	1.3	-17.9%	-5.0%
26	O=C(N/N=C\c1ccco1)Nc1cccc(Cl)c1	-0.3%	2.7%	2.8%	-5.3%	-53.8%	-23.4%	i	0.2	-13.4%	21.1%
27	N#CCc1nc2ccc(S(=O)(=O)N3CCOCC3)cc2s1	-0.1%	7.2%	9.3%	-3.1%	-2.5%	-8.6%	+	2.1*	11.0%	20.9%
28	COC(=O)c1cc(S(=O)(=O)Nc2cc(S(=O)(=O)N(C)C)ccc2C)oc1C	-0.4%	-2.6%	-4.2%	.	0.4%	-1.8%	i	0.4	0.3%	-1.3%
29	COc1ccccc1N(C)S(=O)(=O)c1ccc(C(=O)NC(C)c2ccccc2)cc1 (stereo unspecified)	-0.1%	6.0%	14.1%	0.9%	13.2%	2.8%	i	0.4	8.2%	-1.1%
30	Clc1ccc(-c2nnc3ccccn23)cc1	-0.1%	-3.8%	-1.5%	2.4%	-7.4%	-10.4%	i	1.2	-33.3%	0.9%

Single records, as listed above. Values in the order: GPR55 activation	GPR55 antagonists	GPR35 arrestin U2OS	KOR beta-arrestin-1	HEK293 NOD2/NF-kB	NOD1 inhibition	Myeloid diff MLP	Myeloid diff MLP GFP+ MAC1+ %	KOR beta-arrestin-2	HIV peptide binding
`C=CCn1c(C(C)NC(=O)c2ccccc2C)n[nH]c1=S` (stereo unspecified) is entered as -0.2%	5.8%	20.3%	-0.3%	7.9%	0.6%	i	1.3	-17.9%	-5.0%
`Cc1ccccc1N(C(=O)CS(=O)CC(=O)Nc1ccc(F)cc1)C(C)C(=O)NC(C)(C)C` (stereo unspecified) is entered as -0.2%	0.0%	5.5%	0.5%	7.4%	-14.4%	i	4.2	-6.0%	-1.2%
`O=C(CSc1n[nH]c(-c2ccncc2)n1)Nc1ccc(Br)cc1` is entered as 0.2%	13.6%	11.6%	2.0%	-11.1%	-6.1%	i	4.4	-0.2%	0.1%

Following part.
nr	molecule	GPR55 activation	GPR55 antagonists	GPR35 arrestin U2OS	KOR beta-arrestin-1	HEK293 NOD2/NF-kB	NOD1 inhibition	Myeloid diff MLP	Myeloid diff MLP GFP+ MAC1+ %	KOR beta-arrestin-2	HIV peptide binding
31	COc1ccc(S(=O)(=O)N2CCCCCC2)cc1NC(=O)Cc1ccccc1	-0.5%	-0.7%	-4.9%	-3.1%	5.7%	-18.6%	i	0.3	-5.7%	-1.7%
32	CCOC(=O)N1CCN(CC(O)COC2CC(C)CCC2C(C)C)CC1 (stereo unspecified)	-0.1%	-2.6%	20.4%	-4.0%	12.7%	0.6%	i	2.3	-3.6%	2.2%
33	Cc1ccc(N=C(N)N=C(N)N)c(C)c1	-0.1%	7.1%	10.5%	-2.6%	19.0%	5.3%	i	0.3	19.9%	1.3%
34	COc1ccc(OCC(O)CN2CCCCCC2)cc1 (stereo unspecified)	0.6%	-0.5%	-2.4%	-3.5%	4.0%	-15.3%	i	7.4	-27.1%	2.0%
35	S=c1nc(-c2ccccc2)[nH]c2ccccc12	0.2%	1.4%	-7.0%	-4.6%	10.9%	-26.9%	i	0.5	17.2%	0.6%
36	COCCN1C(=O)CC(NNC(=O)c2ccc(S(=O)(=O)N3CCCC3)cc2)C1=O (stereo unspecified)	-0.5%	-8.6%	-10.8%	0.1%	17.8%	-41.2%	i	0.4	-14.0%	-1.9%
37	O=S(=O)(c1ccccc1Br)N1CCC(O)(c2cccnc2)CC1	-0.1%	1.6%	-2.4%	-5.0%	0.5%	-7.9%	i	0.2	14.3%[20 µM]	1.0%
38	O=C(Cn1c(NCCO)nc2ccccc21)c1ccc([N+](=O)[O-])cc1	0.0%	-8.1%	4.9%	0.2%	1.8%	3.1%	i	0.8	-9.4%	-1.3%
39	O=C(c1ccc2c(c1)OCO2)N1CCC2(CC1)Oc1ccc(F)cc1C(=O)C21CC(c2cccnc2)=NO1 (stereo unspecified)	0.4%	6.8%	-14.3%	-0.3%	17.7%	-2.8%	i	1.6	28.7%	-3.0%
40	O=C(CC(C(=O)O)c1ccccc1)Nc1cccc2ccccc12 (stereo unspecified)	-0.2%	8.7%	-0.8%	0.3%	8.1%	-19.9%	i	1.3	11.2%	15.6%
41	COc1cccc(NC(=S)N2CCC(Cc3ccccc3)CC2)c1	-0.1%	2.1%	-4.5%	5.2%	-10.9%	-2.0%	i	7.6	-28.0%	-1.4%
42	CC1CCCC(C)N1/N=C/c1ccc([N+](=O)[O-])cc1 (stereo unspecified)	-0.1%	2.9%	0.9%	-3.8%	4.2%	0.7%	i	0.7	-23.0%	-1.9%
43	C/C(=N\NC(N)=S)c1cc(-c2ccccc2)c(-c2ccccc2)s1	0.3%	12.8%	-26.9%	-0.2%	-36.1%	10.9%	i	0.7	-9.5%[20 µM]	-0.3%
44	CCn1c(SCC(=O)N2CCCCC2C)nc2c1c(=O)n(C)c(=O)n2C (stereo unspecified)	-0.2%	-2.9%	2.6%	-4.6%	10.6%	4.2%	i	1.0	-2.2%	-1.5%
45	CCn1c(SCC(=O)N/N=C/c2ccccc2OCC(=O)O)nnc1-c1ccc(C)cc1	-0.1%	3.9%	3.4%	-4.0%	17.5%	2.1%	i	0.8	5.9%	-1.4%
46	CCOc1ccc(-n2c(COc3ccc(C)cc3)nnc2SCC(N)=O)cc1	-0.2%	-6.9%	-22.7%	-4.5%	8.7%	-0.9%	i	0.8	-24.7%	0.8%
47	Nc1nonc1C(=O)N/N=C/c1ccc(-c2ccc(Cl)c(C(=O)O)c2)o1	-0.3%	-9.9%	4.8%	11.5%	9.3%	-22.5%	i	0.3	-6.6%	16.3%
48	Clc1ccccc1CSc1nnc(-c2ccccn2)n1Cc1ccco1	-0.1%	15.0%	6.2%	31.6%	11.6%	-7.0%	i	0.9	7.1%	0.7%
49	Cc1cccc(NC(=O)NCCCCc2ccccc2)c1	0.4%	6.7%	6.8%	0.1%	-14.8%	-36.6%	i	0.6	-12.7%	1.6%
50	CCCC(=O)Nc1cc(Cl)ccc1C	-0.1%	7.7%	-1.4%	1.4%	20.4%	-15.1%	i	0.4	-13.3%	-0.4%

The list is partial; count on the stated rates, not on these rows.
